Screening data (PubChem)
Mcl1 Bid PPI: Mcl-1/Bid interaction inhibition. AID 1021. inhibition, % at 21.7 µM. TR-FRET Mcl-1/Bid-Dy647 peptide binding, 1536-well. actives 0.97% (n = 220,000);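 active means compounds that cut the binding signal by more than half at the single screening dose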;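 further: His-tagged Mcl-1 with europium anti-His antibody binding Bid BH3 peptide; 0% = Mcl-1 plus peptide wells and 100% = peptide-only wells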
Mcl-1 Bim block: disrupts Bim peptide binding to human Mcl-1. inhibition, % at 10 µM. Q07820. Bead-based flow cytometry, Bim peptide-Mcl-1 binding. actives 0.1% (n = 190,000); in the data active means inhibition above about 40%;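 further: 0% = no compound tracer wells and 100% = peptide blocker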
GSH fluor: compound fluoresces at 488/530 nm on GSH beads. actives 0.25% (n = 190,000). GSH beads flow cytometry, compound fluorescence 488/530 nm; active compounds read high. fluorescence (KMESF) at 10 µM. AID 1776; in the data active means fluorescence above about 89;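 further: glutathione beads carrying GST-tagged Bcl family fusion proteins plus one bare bead set; values are compound well signal with DMSO vehicle wells as background; inactives centre near 16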
RGS4-Gao reg: modulates binding of RGS4 to human Galphao; P09471; Multiplexed bead flow cytometry; actives lie on both sides; binding response (% of control), % at 10 µM; actives 0.33% (n = 220,000); AID 1415; in the data active means binding response below about 49% or above about 150%; inactive means in between;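 further: fluorescent Galphao activated with aluminum fluoride binding bead-coupled RGS4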
Target sequence (P09471 whole entry, looked up): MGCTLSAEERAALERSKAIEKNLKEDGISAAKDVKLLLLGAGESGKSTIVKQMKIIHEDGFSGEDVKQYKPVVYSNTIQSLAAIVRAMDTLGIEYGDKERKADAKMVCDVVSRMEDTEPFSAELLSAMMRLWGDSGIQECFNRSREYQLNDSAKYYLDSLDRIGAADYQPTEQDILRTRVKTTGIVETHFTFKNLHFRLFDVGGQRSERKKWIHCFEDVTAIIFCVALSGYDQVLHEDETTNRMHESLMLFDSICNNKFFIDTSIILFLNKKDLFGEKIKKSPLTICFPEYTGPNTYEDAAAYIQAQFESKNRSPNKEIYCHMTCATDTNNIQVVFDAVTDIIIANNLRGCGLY
Avidin fluor: avidin bead compound fluorescence profile | Avidin beads, compound fluorescence 488/530 nm, flow cytometry; active compounds read high | fluorescence (KMESF) at 10 µM | actives 0.38% (n = 220,000) | AID 1775; in the data active means fluorescence above about 47; further: inactives centre near 10
Mcl1-Noxa inh: Mcl-1/Noxa interaction inhibition | TR-FRET Mcl-1/Noxa peptide binding, 2 h | inhibition, % at 21.7 µM | actives 1.5% (n = 220,000);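 active means compounds that cut the protein-peptide binding signal by more than 50% relative to plate controls in a single-dose test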;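 further: His-tagged Mcl-1 with rhodamine Noxa BH3 peptide and terbium anti-His antibody; 0% = Mcl-1 plus Noxa peptide wells and 100% = peptide-only wells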
RGS8-Gao: regulators of human RGS8-Galphao interaction; P09471; multiplexed bead flow cytometry, RGS8-Galphao binding; actives lie on both sides; response (percent of control binding), % at 10 µM; actives 0.34% (n = 220,000); AID 1423; in the data active means response below about 60% or above about 140%; inactive means in between;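 further: Galphao activated as the GDP aluminium fluoride complex binding bead-coupled RGS8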
Pf gametocyte: inhibitors of late stage P. falciparum gametocyte viability; P. falciparum stage V gametocytes, ATP luminescence, 24 h; inhibition, % at 10.9 µM; actives 0.065% (n = 150,000);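 active means inhibition above the mean plus 3 SD of compounds within the control limits, set per campaign, cut at about 38% in these data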;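 further: 0% = DMSO wells and 100% = medium only without gametocytes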
RGS7-Gao: modulates binding of RGS7 to human Galphao. Multiplexed bead flow cytometry; actives lie on both sides. actives 0.35% (n = 220,000). AID 1439. P09471. binding response (% of control), % at 10 µM; in the data active means binding response below about 49% or above about 150%; inconclusive means no clear call, values can overlap the other calls; inactive means in between;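 further: fluorescent Galphao held in activated GDP-AlF4 state binding bead-coupled RGS7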
ABCG2 block: inhibitors of human ABCG2 transporter, ABCB1 counter-screen; Q9UNQ0; IgMXP3 cells, JC-1 efflux, flow cytometry; inhibition, % at 6.6 µM; actives 0.1% (n = 190,000); AID 1325;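 active means inhibition above 80%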;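 further: 0% = DMSO and 100% = nicardipine control wells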
Target sequence (Q9UNQ0 whole entry, looked up): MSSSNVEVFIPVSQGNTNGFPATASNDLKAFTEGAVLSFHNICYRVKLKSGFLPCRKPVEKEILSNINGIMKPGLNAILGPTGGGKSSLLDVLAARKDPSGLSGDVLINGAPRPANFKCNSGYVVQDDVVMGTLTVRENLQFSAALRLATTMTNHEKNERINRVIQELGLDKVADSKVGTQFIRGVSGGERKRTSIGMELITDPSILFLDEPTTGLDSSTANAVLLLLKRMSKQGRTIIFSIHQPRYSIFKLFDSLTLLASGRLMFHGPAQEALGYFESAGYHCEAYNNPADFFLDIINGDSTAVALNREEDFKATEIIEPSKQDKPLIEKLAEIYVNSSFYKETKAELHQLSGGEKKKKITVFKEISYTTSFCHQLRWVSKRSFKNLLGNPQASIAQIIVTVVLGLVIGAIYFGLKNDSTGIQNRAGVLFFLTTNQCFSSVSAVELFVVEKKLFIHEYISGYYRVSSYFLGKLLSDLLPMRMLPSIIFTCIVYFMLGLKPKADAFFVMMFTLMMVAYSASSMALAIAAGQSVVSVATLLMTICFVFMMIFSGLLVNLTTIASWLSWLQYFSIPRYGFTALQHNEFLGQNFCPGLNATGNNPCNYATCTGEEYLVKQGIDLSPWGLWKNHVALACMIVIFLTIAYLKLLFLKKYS
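System: two drug-resistant human cell lines, ABCG2 and ABCB1; controls: nicardipine high and DMSO low controls; times: 10 min exposure at 25 °C with rotation, no wash; detection: flow cytometry of retained JC-1 fluorescence; read-out basis: percent efflux inhibition, scaled nicardipine 100% to DMSO 0%; doses: one concentration, 6.6 µM final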
ABCB1 inh: inhibitors of human ABCB1 transporter, ABCG2 counter-screen; CCRF-Adr cells, JC-1 efflux, flow cytometry; inhibition, % at 6.6 µM; actives 0.067% (n = 190,000); AID 1326; in the data active means inhibition above about 40%;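 further: 0% = vehicle and 100% = reference inhibitor; higher value means more JC-1 retained so stronger ABCB1 efflux block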
* = called active by the depositor; ? = inconclusive; nt = no result given. Compounds as they come; any-hit rate near 3.3%.

SMILES	Mcl1 Bid PPI	Mcl-1 Bim block	GSH fluor	RGS4-Gao reg	Avidin fluor	Mcl1-Noxa inh	RGS8-Gao	Pf gametocyte	RGS7-Gao	ABCG2 block	ABCB1 inh
CC1Cc2ccccc2N1CC(=O)NC(=O)NC1CCCCC1 (stereo unspecified)	-57.7	-3.0	17	111.8	5	-6.6	111.1	-10.5	104.1	-0.1	0.0
CCS(=O)(=O)c1cc([N+](=O)[O-])c(Sc2ccccc2NC(C)=O)s1	-20.2	nt	nt	17.2*	0	-2.2	20.7*	-6.1	?	nt	nt
CC(NC(=O)c1ccccc1Cl)c1nnc(SCC(=O)Nc2ccc(C(=O)O)cc2)n1C (stereo unspecified)	-13.7	-4.0	15	102.5	18	4.3	103.5	-12.7	101.0	0.5	0.5
O=C(COc1ccccc1)N1CCN=C1SCc1ccc(F)cc1	-7.1	nt	nt	94.5	6	11.2	96.2	-5.3	?	nt	nt
COc1ccc(CNC(=O)Nc2cccc3ccccc23)cc1	-18.6	0.0	39	100.0	5	3.3	100.0	nt	100.0	4.2	-0.3
COc1cccc(S(=O)(=O)Nc2ccc(C(=O)N3CCN(C(=O)c4ccco4)CC3)cc2)c1	0.1	0.0	20	108.4	9	13.2	104.3	nt	104.1	0.0	0.0
Cc1occc1C(=O)NNC(=O)C1CC1	4.2	-1.0	12	95.0	11	7.6	98.9	nt	96.8	2.6	1.9
CCOC(=O)c1sc2nc(N3CCOCC3)c3c(c2c1N)CC(C(C)C)OC3 (stereo unspecified)	-7.1	-6.0	16	104.5	9	6.1	102.3	17.6	104.2	4.6	0.9
CC1(C)CC(=O)C=C(Nc2ccccn2)C1	-26.8	0.0	42	99.5	9	15.9	100.3	-64.7	95.7	1.0	0.1
COc1ccc(N2CCN(C(CNC(=O)C(=O)NCc3ccc4c(c3)OCO4)c3ccco3)CC2)cc1 (stereo unspecified)	-31.8	-1.0	15	85.3	9	24.4	100.2	-12.7	86.4	2.8	1.0
O=S(=O)(c1ccc(-n2cnnn2)cc1)N1CCC(N2CCCCC2)CC1	-22.3	0.0	11	101.1	9	1.2	101.9	-10.7	97.8	6.7	2.3
O=C(CSc1nnc2ccccn12)NNC(=O)c1ccc(Cl)cc1	1.7	-2.0	67	103.3	13	9.1	103.3	nt	102.8	2.7	0.9
CCOC(=O)C1CCN(C(=O)C(CC)c2ccccc2)CC1 (stereo unspecified)	-10.0	3.0	9	100.7	10	2.6	101.7	-9.5	?	-2.4	-0.4
O=C(Nc1ccccn1)c1cc2cc([N+](=O)[O-])ccc2s1	8.3	0.0	19	101.1	13	35.7	95.9	9.0	100.9	10.7	0.8
O=c1cc(O)c2c(=O)[nH]c(=O)n(-c3ccccc3)c2[nH]1	-5.8	-3.0	11	100.6	9	-6.0	100.0	nt	98.9	1.3	0.5
CCOc1ccc(C(=S)N2CCOCC2)cc1	-110.5	-1.0	9	100.7	16	9.3	102.0	0.7	100.6	0.2	-0.1
COC(=O)C(CC(C)C)NC(=O)c1ccc([N+](=O)[O-])cc1 (stereo unspecified)	-10.9	-5.0	22	95.5	9	6.0	98.5	nt	93.1	13.8	0.6
O=C1CS/C(=C/C(=O)c2ccccc2)N1	-19.1	-2.0	29	98.8	11	13.8	98.3	nt	100.8	2.0	0.2
CCCn1c(NC(=O)c2ccccc2)nc2ccccc21	-91.2	-5.0	29	100.2	11	-43.2	101.5	nt	98.8	17.6	0.7
N#C/C(=C\c1ccccc1[N+](=O)[O-])C(=O)NCc1ccccc1	-11.7	nt	nt	98.5	3	-16.6	98.4	7.2	?	nt	nt
Cc1ccc(NC(=O)c2ccccc2)s1	-4.0	-1.0	52	102.1	5	-4.8	104.9	nt	100.5	3.0	0.0
O=C(NCc1cccnc1)c1ccc(NC(=O)c2cccc([N+](=O)[O-])c2)cc1	-17.2	1.0	26	97.8	12	7.2	101.0	-31.6	98.7	2.4	0.2
COC(=O)NCC(c1cccnc1)N1CCN(c2ccccc2F)CC1 (stereo unspecified)	35.4	-5.0	12	94.7	14	4.6	97.5	nt	97.7	-2.2	-0.4
CCOC(=O)C1=C(C)N(C)C(C)=C(C(=O)OCC)C1c1ccc(C(=O)OC)cc1	-48.1	0.0	45	75.2	3	-7.0	83.8	-8.0	92.8	20.0	32.9
Cc1ccc(OCCn2cc(/C=C(\C#N)C(=O)NCC3CCCO3)c3ccccc32)cc1 (stereo unspecified)	8.4	0.0	9	99.5	3	6.5	101.1	-14.8	102.2	7.8	12.6
O=C(O)C1C2CCC(O2)C1C(=O)Nc1ccc(O)cc1 (stereo unspecified)	-8.3	-3.0	9	103.7	15	5.5	103.2	-7.5	101.9	6.4	2.3
CCOC(=O)c1c(C)oc2cc(Br)c(O)c(Br)c12	-33.3	0.0	18	99.2	5	2.2	100.6	nt	100.0	1.2	0.2
Cc1ccc(C(=O)CSc2nn3c(=O)c(C(C)(C)C)nnc3s2)cc1	-12.2	0.0	21	102.0	33	-16.3	101.6	nt	102.6	1.1	-0.1
CC(C)(C)CNc1cc(N2CCCC2)ccc1[N+](=O)[O-]	-20.8	3.0	12	102.8	10	-3.1	105.7	nt	101.6	13.3	0.5
OC1(c2ccc(F)cc2)CN(c2ccccc2)C2=[N+]1CCS2 (stereo unspecified)	-13.1	-1.0	12	101.9	9	-5.8	101.2	nt	102.9	6.9	0.7
O=C(Nc1cccc2nsnc12)c1cccnc1	-33.2	-1.0	2	83.4	4	4.0	85.2	-12.0	80.8	-0.5	-0.5
Cc1ccc(C(=O)OCc2c(C)noc2C)cc1NC(=O)c1ccco1	-34.8	1.0	14	93.0	7	15.4	94.6	6.5	95.2	15.5	-1.0
CCOC(=O)C(C(=O)Nc1ccccc1C)C1CCCCC1 (stereo unspecified)	5.9	-4.0	35	106.5	12	11.1	105.9	11.7	102.6	4.2	0.6
O=C(COC(=O)c1ccc(Cl)c(S(=O)(=O)N2CCN(c3ccc(F)cc3)CC2)c1)Nc1cccc(Cl)c1	-33.2	-4.0	13	103.5	3	-5.0	108.1	nt	102.3	0.0	-0.3
CC1(C)CCc2cc(-c3ccnc(=S)[nH]3)ccc2O1	-45.8	nt	nt	103.7	3	2.6	102.4	0.7	?	nt	nt
COc1ccc(Cl)cc1NC(=O)C1CCCO1 (stereo unspecified)	2.5	0.0	27	99.9	8	2.6	103.1	-11.2	102.3	3.9	1.2
O=C(CN1CCN(c2ccccn2)CC1)NCCc1ccccc1	-69.5	2.0	9	99.8	26	6.5	111.2	-17.1	101.1	1.9	0.9
O=C(Oc1ccc(/C=N/O)cc1)c1ccccc1Cl	-14.7	-1.0	9	97.1	8	-1.4	98.0	-16.1	98.0	7.7	0.2
CSc1nc(N(C)C)nc(N(C#N)CCOC(C)=O)n1	-20.8	-1.0	14	99.8	6	14.4	100.6	-9.0	100.8	26.4	-1.2
O=C(C(=O)c1cccnc1)c1cccnc1	9.9	nt	nt	102.1	9	4.5	99.7	-17.4	?	nt	nt
N/C(=N\OC(=O)c1cc([N+](=O)[O-])ccc1Cl)c1ccccn1	-14.9	nt	nt	97.8	8	3.0	98.1	10.0	?	nt	nt
CCc1nnc(NC(=O)c2ccc(S(=O)(=O)N3CCOCC3)cc2)s1	5.7	-1.0	24	99.5	7	6.5	96.6	nt	98.4	-2.0	-2.3
CC(=O)C1=C(C)NC(SCC(N)=O)=C(C#N)C1C (stereo unspecified)	-2.5	-1.0	11	95.7	12	31.4	86.9	nt	104.6	2.7	0.2
Cc1ccc(C)n1-c1ccc(-n2cnnn2)cc1	-26.4	0.0	14	85.8	4	1.5	92.7	-50.7	90.8	8.5	0.7
O=C(COC(=O)Cc1cn2ccsc2n1)NC12CC3CC(CC(C3)C1)C2	-40.0	-1.0	60	101.9	10	2.1	100.5	nt	100.9	4.1	0.7
Cc1nc2ccc(Nc3ccncc3)cc2s1	-11.6	-1.0	13	100.5	11	31.2	98.9	-21.9	92.2	3.8	0.5
CSc1ccc(CN2CCN(C(=O)c3ccncc3)CC2)cc1	-14.0	1.0	30	102.7	8	-1.3	116.5	6.1	105.2	4.2	1.0
COCCCNS(=O)(=O)c1ccc2[nH]c(=O)[nH]c2c1	-1.0	nt	nt	102.7	4	12.6	101.3	-3.2	?	nt	nt
Cc1c(CNC2CCCC2)c(C(=O)O)c(C)n1Cc1ccccc1	-9.4	-3.0	10	102.9	5	3.5	101.6	-9.1	105.4	0.0	0.1
O=C1C(C=NCCN2CCOCC2)=C(O)c2ccccc21	-5.2	-5.0	20	103.6	6	3.2	100.1	-5.6	98.8	3.0	0.2
(continued)
SMILES	Mcl1 Bid PPI	Mcl-1 Bim block	GSH fluor	RGS4-Gao reg	Avidin fluor	Mcl1-Noxa inh	RGS8-Gao	Pf gametocyte	RGS7-Gao	ABCG2 block	ABCB1 inh
CCn1ncc(/C=C/C(=O)c2ccccc2)c1C	-13.4	0.0	21	101.8	7	-18.2	99.2	nt	104.3	12.1	1.1
COc1ccc(NC(=O)Nc2nnc(-c3ccncc3)s2)cc1	-19.6	-1.0	11	100.0	31	19.6	104.3	-21.4	103.9	0.1	0.3
COc1ccccc1N1CCN(C(=O)Cn2c(=O)[nH]c3ccsc3c2=O)CC1	-43.9	3.0	14	101.2	13	3.6	100.8	nt	98.9	0.1	0.0
CCSc1nc2ccccc2n1Cc1nc(N)nc(N(C)C)n1	-15.7	-1.0	34	102.8	8	-15.3	101.3	7.3	98.4	-2.5	-2.8
Fc1ccc(OCc2nc(-c3ccc(Br)o3)no2)c(F)c1	-4.8	1.0	29	107.9	6	21.7	97.4	nt	104.1	4.8	0.6
CC(=O)/C(N=Nc1ccc(-n2ccc(C(F)(F)F)n2)cc1)=C(\C)O	2.3	nt	nt	103.7	7	6.5	102.9	-16.0	?	nt	nt
COc1ccc(NC(=O)N(C2CCCCC2)C(C)c2ccco2)c(OC)c1 (stereo unspecified)	-71.0	2.0	13	100.5	6	-19.6	100.0	nt	95.1	0.8	0.0
CC(=O)c1cc2c(cc1NC(=O)CN1CCN(c3ccc(F)cc3)CC1)OCO2	-0.2	-4.0	35	104.5	18	28.4	105.0	nt	103.0	12.3	-0.1
COc1ccc(NC(=O)Cc2ccc(Cl)cc2)cc1NC(=O)c1ccco1	32.1	-1.0	24	100.1	28	3.9	104.1	-23.1	100.0	30.1	1.1

Part of the list above in order of length of the SMILES, descending.
SMILES	Mcl1 Bid PPI	Mcl-1 Bim block	GSH fluor	RGS4-Gao reg	Avidin fluor	Mcl1-Noxa inh	RGS8-Gao	Pf gametocyte	RGS7-Gao	ABCG2 block	ABCB1 inh
COc1ccc(NC(=O)Cc2ccc(Cl)cc2)cc1NC(=O)c1ccco1	32.1	-1.0	24	100.1	28	3.9	104.1	-23.1	100.0	30.1	1.1
CCSc1nc2ccccc2n1Cc1nc(N)nc(N(C)C)n1	-15.7	-1.0	34	102.8	8	-15.3	101.3	7.3	98.4	-2.5	-2.8
CCn1ncc(/C=C/C(=O)c2ccccc2)c1C	-13.4	0.0	21	101.8	7	-18.2	99.2	nt	104.3	12.1	1.1
